Compound activity (PubChem BioAssay)
M17LAP inhibition – P. falciparum M17LAP inhibitors, primary screen, biochemical, fluorogenic H-Leu-NHMec substrate, 1536-well (AID 1619). recombinant M17LAP, H-Leu-NHMec fluorogenic kinetic assay; higher % means a stronger effect. one-dose inhibition, % at 30 µM; IC50 in µM for titrated hits. hit rate 0.38% among 220,000;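 active = compound inhibiting the enzyme by more than half at any dose during confirmatory dose-response retesting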;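 note: plate controls were full reaction with DMSO carrier for no effect and no enzyme background for full effect; strong numbers were not always called active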
Yfh1-off respiration – enhancers of respiration in Yfh1-depleted yeast, dose response, Friedreich's ataxia, plus single-dose screen (AID 1465); S. cerevisiae Yfh1-off respiration, WST-1 reduction, 72 h; higher fold induction means a stronger effect; fold induction at 50 µM; hits with a dose series show EC50 in µM; hit rate 0.074% among 220,000;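 active = fold induction of absorbance versus untreated yeast above a set limit, then at least 30% activation at any dose in follow-up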;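 note: activators that raise dye reduction in frataxin-depleted yeast; strong numbers were not always called active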
WT yeast gro inh – growth inhibition of WT yeast, mitochondrial fusion screen; mitochondrial fusion phenotypic screen, WT strain; inhibition, % at 10 µM; hit rate 2.1% among 190,000; AID 1362; in the data active = inhibition above about 58%; tested in S. cerevisiae
MT stabilizer – stabilizes microtubules in HeLa cells; HeLa tubulin immunostaining HCS, 24 h; share of cells brighter than vehicle mean+2SD; % tubulin-high responders, % at 10 µM; hit rate 0.83% among 200,000;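 active = plate Z-score above 3 for both tubulin-high and condensed-nucleus cell shares, with cell loss under 80%, at 10 µM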;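 note: anti alpha tubulin signal scored within the nucleus-defined area of each cell; some results filed as inactive read as strong as hits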
Autophagy HCS – modulators of autophagy. MEF GFP-LC3 puncta imaging; test concentration mostly 10 µM. calls only at 10 µM (by protocol). hit rate 0.98% among 190,000;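 active = percentage of spot-positive cells more than 3 SD above its plate mean, without a fluorescence outlier flag or 80% toxicity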;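 note: spot-positive cell cutoff set from DMSO-treated cells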
T cell modulator – T cell immune modulators affecting CD8 T cell-vesicle binding | 2C CD8+ T cell-vesicle binding, flow cytometry; hits give low values | calls only at 7 µM | hit rate 0.068% among 330,000 | AID 2052;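 active = response, share of CD8 T cells binding vesicles, and their 90th percentile fluorescence all below set limits, cut at about 80% in these data, passing the limit was not always enough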
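Benchmarks: naked versus QL9-loaded vesicles / Assay system: purified 2C TCR transgenic mouse naive CD8+ T cells / Technique: high-throughput flow cytometry with anti-B7-1 and anti-CD8 staining / Timing: Cell–vesicle co-incubation 1.5 h at 37 °C, staining 20 min on ice / Read-out: percent CD8+ FL2 mean versus row control / Probe or stimulus: QL9-loaded Drosophila micro-vesicles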
M1AAP inhibition – P. falciparum M1AAP inhibitors, biochemical, fluorogenic H-Leu-NHMec substrate, 1536-well (AID 1445) | recombinant M1AAP, H-Leu-NHMec fluorogenic kinetic assay; higher % means a stronger effect | inhibition, % at 30 µM; hits with a dose series show IC50 in µM | hit rate 0.42% among 220,000;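 active = primary inhibition above the hit cutoff, then over 50% inhibition at one or more dose response concentrations, cut at about 23% in these data, passing the limit was not always enough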;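 note: plate controls were DMSO full reaction for no effect and no enzyme background for full effect; strong numbers were not always called active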
bCat nuc transl – beta-catenin nuclear translocation modulation; nuclear translocation activity, % at 5 µM; HeLa beta-catenin nuclear translocation, immunofluorescence imaging; hit rate 0.3% among 190,000;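 active = nuclear translocation activity above 50% at 5 µM, with a well cell count of 50 or more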;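 note: per-cell ratio of nuclear to cytoplasmic median beta-catenin stain intensity; plate controls were DMSO negative control for no effect and GSK-3 inhibitor IX positive control for full effect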
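System: HeLa cells, endogenous beta-catenin; compound dosing: 5 µM primary single dose, 0.1% DMSO, 0.02–20 µM confirmation series; incubation: 24 h compound exposure at 37°C, 5% CO2; signal: beta-catenin immunofluorescence imaging with DAPI; evaluation: % activation, nuclear-to-cytoplasmic median beta-catenin signal ratio per cell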
Dynein transport – dynein cargo transport inhibition | 3617.4 mouse cells, GR-EGFP nuclear translocation imaging; test concentration mostly 20 µM; stimulated with dexamethasone, 1 µM; hits give low values | z-score, hits read low | hit rate 0.47% among 220,000 | AID 1381;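 active = plate z-score of nuclear minus cytoplasmic receptor signal below a set negative limit, without overly bright fluorescence or cell loss, cut at about -3.5 in these data, passing the limit was not always enough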;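 note: z-score of nuclear minus cytoplasmic ring GR-EGFP intensity difference per well; some compounds called inactive have numbers as strong as hits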
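Buffer or medium: tet-free, stripped-serum medium; reagent: dexamethasone at 1.0 µM final, 30 min; incubation: 48 h induction, 1 h compound, 30 min dex at 37 °C; measured by: formaldehyde fixation, Hoechst nuclear stain, 10x automated fluorescence imaging; read-out: nuclear-to-cytoplasmic GR-EGFP distribution per well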
WT yeast gro inh mutant strain – second read-out of WT yeast gro inh, no call of its own (marks repeat the call); inhibition, %; mitochondrial fusion phenotypic screen, mutant strain inhibition
Dynein transport cytoplasmic EGFP – recorded beside Dynein transport, whose call it bears; z-score; measured here: cytoplasmic GR-EGFP intensity; hits give high values
Dynein transport nuclear GR-EGFP – further read-out of Dynein transport, marked with its call; z-score; measured here: nuclear GR-EGFP intensity;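 lower value marks the stronger effect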
Dynein transport cell count – recorded beside Dynein transport, whose call it bears; z-score; measured here: cell count per field
bCat nuc transl cell count 5 µM – further read-out of bCat nuc transl, marked with its call; cell count; measured here: cell count, cytotoxicity flag
T cell modulator vesicle-bound % – further read-out of T cell modulator, marked with its call; double positive events, %; measured here: CD8+ vesicle-bound cell fraction;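 binding gate set so that unloaded-vesicle control wells show 10% double positive cells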
MT stabilizer Hoechst-high % – second read-out of MT stabilizer, no call of its own (marks repeat the call); % Hoechst-high responders; measured here: nuclear condensation Hoechst responders;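 share of cells brighter than vehicle mean plus two SD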
MT stabilizer cytotoxicity % – second read-out of MT stabilizer, no call of its own (marks repeat the call); toxicity, %; measured here: cytotoxicity by cell density;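 0% = mean cell density of plate MIN control wells and 100% = no cells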
Autophagy HCS cell loss 18 h – further read-out of Autophagy HCS, marked with its call; toxicity, %; measured here: cell loss, nuclei count;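 cell loss after 18 h compound exposure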
Numbers without * were called inactive; i = inactive; / = not tested or not shown.

Every second line gives: MT stabilizer Hoechst-high %	Dynein transport	Dynein transport cytoplasmic EGFP	Yfh1-off respiration	Dynein transport nuclear GR-EGFP	bCat nuc transl	T cell modulator	T cell modulator vesicle-bound %	Autophagy HCS	M17LAP inhibition	bCat nuc transl cell count 5 µM	WT yeast gro inh mutant strain	Autophagy HCS cell loss 18 h	M1AAP inhibition	MT stabilizer cytotoxicity %	Dynein transport cell count	WT yeast gro inh	MT stabilizer
> CC(=O)C1=C(O)C(=O)N(CCC(=O)O)C1c1ccccc1Cl (stereo unspecified)
    1.1	0.0487	-0.329	i	-0.202	/	i	28.7	i	2.0%	/	2.8	-0.1	0.7%	8.2	0.333	4.4	1.2
> CN(C)c1cccc(C(=O)Nc2cc(C(F)(F)F)ccc2-n2cnc3ccccc32)c1
    2.3	0.0146	-1.02e-05	i	-0.062	0.4	i	53.0	i	12.8%	1037	11.4	5.1	3.0%	7.0	-1.93	19.9	3.5
> Cc1ccc(Nc2n[nH]c(C)c2[N+](=O)[O-])cc1C
    1.4	-0.871	-0.287	i	-0.449	-0.3	i	40.9	i	4.2%	1109	-6.4	4.6	4.6%	11.1	0.717	-23.6	3.0
> NS(=O)(=O)c1cccc(NC(=O)CN2CCCc3ccccc32)c1
    3.4	0.34	-0.346	i	0.643	-2.2	i	28.8	i	9.0%	1102	8.5	-6.3	3.9%	7.3	-0.702	-1.6	2.7
> O=C(NCc1cccnc1)c1cnn2ccccc12
    3.5	-0.622	-0.26	i	-0.172	/	i	29.2	i	-6.4%	/	-2.9	0.2	7.4%	8.0	0.727	2.5	1.7
> Cc1ccc(C(=O)CCNc2cccc(Br)c2)o1
    2.7	-0.934	-0.335	i	-0.545	-3.0	i	22.0	i	21.5%	892	-6.0	22.2	22.4%	11.1	0.446	-13.3	2.6
> O=C(CCC1CCCN(C(=O)c2ccc3c(c2)OCO3)C1)N1CCN(c2ccccn2)CC1 (stereo unspecified)
    2.1	-0.0785	-0.338	i	0.191	0.2	i	35.2	i	14.9%	950	-2.6	8.8	-0.7%	5.9	0.496	0.0	2.3
> Cc1cc(C)c(C)c(S(=O)(=O)N2CCN(C(=O)c3cc(=O)[nH]c4ccccc34)CC2)c1C
    0.9	0.27	-0.176	i	0.318	1.1	i	15.2	i	0.2%	1372	-11.8	9.4	4.4%	7.0	-0.975	-4.8	4.1
> CS(=O)(=O)Nc1ccc(C(=O)NCC2CCCO2)cc1 (stereo unspecified)
    1.4	-0.255	-0.218	i	-0.133	/	i	15.2	i	-4.0%	/	-9.4	-10.2	0.6%	3.4	0.776	-30.5	2.6
> COc1ccc(N(CC(=O)N2CCCC(C)C2)S(=O)(=O)c2c(C)nn(C)c2C)cc1 (stereo unspecified)
    1.6	0.09	-0.25	i	0.0732	-1.4	i	24.4	i	-4.6%	1158	-53.9	-9.9	12.5%	7.6	0.231	-10.2	6.9
> CCCN1C(=O)/C(=C2\SC(=S)N(c3c(C)n(C)n(-c4ccccc4)c3=O)C2=O)c2ccccc21
    /	0.835	-0.219	i	0.838	0.0	i	42.0	/	3.8%	1305	/	/	10.3%	/	-0.562	/	/
> CC(=O)Nc1ccc(N2C(=O)CSC2c2c(F)cccc2Cl)cc1 (stereo unspecified)
    1.1	-0.112	-0.0833	i	0.275	1.9	i	15.2	i	8.0%	1339	-6.0	0.3	9.6%	1.3	-0.734	-14.9	2.2
> O=C(O)CC1(CC(=O)Nc2ccc(F)cc2F)CCCCC1
    /	0.52	-0.28	i	0.219	-1.0	i	21.0	/	-7.1%	1085	/	/	5.6%	/	0.811	/	/
> COc1ccc(OC)c([N+](=O)[O-])c1C(N)=O
    1.8	-0.426	-0.266	i	0.076	-3.4	i	24.8	i	10.2%	1144	7.0	-4.3	9.7%	3.0	-0.0947	2.7	3.3
> COCCNC(=O)CN(C(=O)CCC(=O)Nc1cc(C)on1)c1ccccc1C
    1.5	1.93	-0.126	i	2.07	0.7	i	46.5	i	-13.1%	1211	-11.7	6.2	-4.2%	4.7	-1.81	-16.5	1.9
> COc1cc(-c2n[nH]c(=S)n2/N=C/c2cccn2C)cc(OC)c1OC
    /	-0.237	-0.73	i	-0.44	0.4	i	32.1	/	15.4%	1334	/	/	10.5%	/	-0.656	/	/
> CCn1ncc(C2=NOC(C(=O)Nc3cc(OC)c(Cl)cc3OC)C2)c1C (stereo unspecified)
    1.9	-1.68	-0.187	i	-0.578	1.5	i	29.3	i	-5.9%	1152	-3.2	-11.4	5.3%	8.9	0.907	-10.9	4.1
> O=C(c1ccco1)N1CCN(C(=O)c2cc(-c3ccncc3)nc3ccc(Br)cc23)CC1
    1.7	-0.353	0.0677	i	-0.0768	/	i	51.6	i	/	/	/	1.1	/	9.2	0.6	/	1.4
> Cc1ccc2nc(SCC(=O)c3c(C)[nH]c4ccccc34)[nH]c2c1
    3.6	-0.827	-0.293	i	-0.607	-0.5	i	30.5	i	-1.4%	944	-19.3	-10.4	5.2%	3.8	0.678	-7.5	4.4
> CC(C)c1nnc(SCC(=O)Nc2ccc3c(c2)OCO3)n1C
    1.9	-0.495	0.148	i	-0.622	-3.7	i	57.1	i	15.0%	1231	-5.2	-2.5	-6.3%	2.7	-0.395	-1.9	3.1
> COc1ccc(NC(C)=O)cc1NC(=O)CN1CCN(CC(=O)Nc2ccccc2Cl)CC1
    1.8	0.021	-0.241	i	0.199	-2.3	i	60.6	i	-1.3%	1427	7.3	18.9	1.8%	8.9	-0.282	8.8	6.1
> CC(C)Nc1nc(NNc2nc(Cl)nc(NC(C)(C)C)n2)nc(NC(C)C)n1
    /	-0.539	-0.281	i	-0.311	-1.6	i	33.6	/	-5.2%	1325	/	/	-3.6%	/	0.497	/	/
> Clc1ccc(-c2cn(-c3ccccc3)c3[n+]2CCS3)cc1
    1.3	-0.63	-0.378	i	-0.319	2.9	i	49.2	i	8.8%	954	6.1	3.5	2.8%	1.0	0.853	-6.4	2.8
> COc1ccc(C2c3ccc4ccccc4c3Oc3ncn(CCN4CCOCC4)c(=N)c32)cc1 (stereo unspecified)
    2.6	-1.81	0.0879	i	-1.6	-1.5	i	29.5	i	1.3%	1412	23.6	1.5	0.8%	7.4	-6.09	-22.8	5.0
> N#C/C(C(N)=O)=C1/SC=C(c2ccccc2)N1c1ccccc1
    /	-0.914	-0.239	i	-0.436	0.3	i	15.3	/	6.1%	1311	/	/	-2.9%	/	1.36	/	/
> CN(C(=O)c1cccc(N2C(=O)C3CC=CCC3C2=O)c1)C1CCCCC1 (stereo unspecified)
    0.5	0.392	-0.374	i	0.37	/	i	46.2	i	8.2%	/	6.6	16.3	19.9%	7.5	-0.428	3.8	1.6
> O=C(O)CS(=O)(=O)c1ccc(C(F)(F)F)cn1
    2.7	-0.34	-0.226	i	-0.249	-1.4	i	59.4	i	-2.4%	1109	-14.0	-1.7	0.2%	6.7	0.221	-11.3	3.4
> Cc1nc2sc(C(c3cccc(F)c3)N3CCC(O)CC3)c(O)n2n1 (stereo unspecified)
    3.3	-0.538	-0.203	i	0.0694	-2.9	i	59.0	i	-3.2%	1003	28.1	-5.2	-8.3%	3.4	0.176	4.4	6.7

Some of these compounds in order of formula weight, lowest first.
Every second line gives: MT stabilizer Hoechst-high %	Dynein transport	Dynein transport cytoplasmic EGFP	Yfh1-off respiration	Dynein transport nuclear GR-EGFP	bCat nuc transl	T cell modulator	T cell modulator vesicle-bound %	Autophagy HCS	M17LAP inhibition	bCat nuc transl cell count 5 µM	WT yeast gro inh mutant strain	Autophagy HCS cell loss 18 h	M1AAP inhibition	MT stabilizer cytotoxicity %	Dynein transport cell count	WT yeast gro inh	MT stabilizer
> CC(C)c1nnc(SCC(=O)Nc2ccc3c(c2)OCO3)n1C
    1.9	-0.495	0.148	i	-0.622	-3.7	i	57.1	i	15.0%	1231	-5.2	-2.5	-6.3%	2.7	-0.395	-1.9	3.1
> CC(=O)Nc1ccc(N2C(=O)CSC2c2c(F)cccc2Cl)cc1 (stereo unspecified)
    1.1	-0.112	-0.0833	i	0.275	1.9	i	15.2	i	8.0%	1339	-6.0	0.3	9.6%	1.3	-0.734	-14.9	2.2
> COc1cc(-c2n[nH]c(=S)n2/N=C/c2cccn2C)cc(OC)c1OC
    /	-0.237	-0.73	i	-0.44	0.4	i	32.1	/	15.4%	1334	/	/	10.5%	/	-0.656	/	/
